Screening results from PubChem.
MEKK3 PB1 HTS: modulators of MEKK3-MEK5 PB1 binding, primary screen, biochemical, wildtype MEKK3, multiplex bead flow cytometry, Alexa488-MEK5; Mitogen-activated protein kinase kinase kinase 3 (Homo sapiens), Q99759; bead-based flow cytometry, Alexa488-MEK5 binding to MEKK3; actives lie on both sides; 0 = blocked by unlabeled MEK5, 100 = vehicle; binding response (% of control), % at 10 µM; 290,000 compounds, 1.4% hits; AID 1529, 2009;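 active means binding response more than 3 SD above or below the average of its plate-row segment, actives on both sides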;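 further: Alexa488 bead fluorescence after subtracting the streptavidin-only scavenger bead signal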
Target sequence (Q99759 whole entry, looked up): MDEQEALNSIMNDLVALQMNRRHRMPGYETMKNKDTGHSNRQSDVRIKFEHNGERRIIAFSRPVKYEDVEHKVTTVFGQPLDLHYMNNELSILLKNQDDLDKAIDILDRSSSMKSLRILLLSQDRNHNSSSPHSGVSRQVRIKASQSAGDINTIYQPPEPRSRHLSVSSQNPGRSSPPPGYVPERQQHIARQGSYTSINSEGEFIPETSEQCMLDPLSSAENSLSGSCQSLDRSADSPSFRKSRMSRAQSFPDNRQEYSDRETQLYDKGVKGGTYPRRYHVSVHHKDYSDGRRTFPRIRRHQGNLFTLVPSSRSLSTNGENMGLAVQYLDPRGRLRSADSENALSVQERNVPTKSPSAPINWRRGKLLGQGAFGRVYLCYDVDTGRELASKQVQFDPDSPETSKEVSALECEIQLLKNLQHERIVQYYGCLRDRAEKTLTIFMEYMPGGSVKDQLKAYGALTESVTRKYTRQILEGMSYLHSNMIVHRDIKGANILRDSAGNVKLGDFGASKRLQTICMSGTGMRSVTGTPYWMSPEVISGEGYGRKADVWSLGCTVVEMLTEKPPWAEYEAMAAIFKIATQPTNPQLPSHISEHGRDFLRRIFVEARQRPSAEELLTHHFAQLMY
MEKK2mut PB1 HTS: MEK5 binding signal on mutant MEKK2 PB1, primary screen, biochemical, multiplex bead flow cytometry, Alexa488-MEK5; 290,000 compounds, 0.35% hits; Alexa488-MEK5 binding to MEKK2 mutant; percent response, % at 10 µM; in the data active means percent response above about 24%, passing the limit was not always enough; further: inactives centre near 1; some results filed as inactive read as strong as hits; reference of the scale not given here
NALP1 inh: NALP1 inflammasome inhibitors in reconstituted yeast, colorimetric, S. cerevisiae, triplicate retest | AID 2071, 2009 | S. cerevisiae NALP1/ASC/caspase-1 growth, X-gal OD620, 72 h | inhibition, % at 10 µM | 280,000 compounds, 0.61% hits; in the data active means inhibition mostly above about 24%, no sharp cut-off; inactive means mostly below about 32%; further: some compounds called inactive have numbers as strong as hits
GPR7 antagonist: GPR7 receptor antagonists, primary screen, cell-based, fluorescence, single concentration; Neuropeptides B/W receptor type 1 (Homo sapiens), P48145; GPR7-expressing cells, fluorescence antagonist assay; inhibition, % at 4.4 µM; 290,000 compounds, 1.1% hits; AID 1861, 2009; in the data active means inhibition above about 16%, passing the limit was not always enough;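 further: cells stimulated with the agonist NPW; 0% = agonist with vehicle and 100% = vehicle without agonist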
V1R ag counter: agonists of human V1a receptor, primary screen, counter-screen for OXTR agonist project, fluorescence, CHO-V1R cells | Vasopressin V1a receptor (Homo sapiens), P37288 | Fluo-8 calcium fluorescence, agonist mode; 0% DMSO, 100% 3 nM vasopressin | activation, % at 3 µM | 320,000 compounds, 0.25% hits | AID 2797, 2010;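 active means activation above the mean activation of all tested compounds plus 3 SD, per screening run, cut at about 20% in these data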;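 further: signal is peak over basal fluorescence ratio across a 100 second FLIPR read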
PHOSPHO1 block: PubChem AID 1565. Phosphoethanolamine/phosphocholine phosphatase (Homo sapiens), Q8TCT1. recombinant PHOSPHO1, absorbance phosphatase assay. inhibition, % at 13.3 µM. 290,000 compounds, 1.1% hits; in the data active means inhibition above about 60%
OXTR agonist: human OXTR agonists, primary screen, fluorescence, CHO-OTR cells, Fluo-8 calcium; Oxytocin receptor (Homo sapiens), P30559; Fluo-8 calcium fluorescence; normalized: DMSO 0%, oxytocin 100%; activation, % at 3 µM; 320,000 compounds, 0.32% hits; AID 2435, 2010;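 active means activation above the mean of all tested compounds plus 3 SD, cutoff set per screening run, cut at about 20% in these data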;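 further: peak over basal fluorescence ratio from a 100 s FLIPR kinetic read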
GalR3 antag: GalR3 antagonists in HEK293 cells, primary screen, cell-based, fluorescence readout. AID 651719, 2012. inhibition, % at 3 µM. HEK293 GalR3-CNG cAMP membrane potential fluorescence; galR3 body fused to GalR1 C-terminus. 360,000 compounds, 0.44% hits;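 active means inhibition above the screen-wide average plus 3 SD, cut at about 13% in these data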;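 further: forskolin and galanin both at EC90 stimulate the cells; cAMP rise reported by CNG channel membrane potential dye signal; 0% = forskolin plus galanin with DMSO and 100% = forskolin alone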
Target sequence (O60755 1-299 limits assumed): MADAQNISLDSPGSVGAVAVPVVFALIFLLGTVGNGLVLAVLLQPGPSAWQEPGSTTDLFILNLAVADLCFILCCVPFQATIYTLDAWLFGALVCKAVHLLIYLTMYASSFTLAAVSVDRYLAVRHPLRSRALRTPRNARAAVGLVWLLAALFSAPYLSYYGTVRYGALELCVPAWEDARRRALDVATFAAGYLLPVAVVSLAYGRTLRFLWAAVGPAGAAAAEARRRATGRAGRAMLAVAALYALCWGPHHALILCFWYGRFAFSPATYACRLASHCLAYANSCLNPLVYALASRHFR
MEKK2wt PB1 HTS: modulators of MEK5 binding to wildtype MEKK2, primary screen, biochemical, multiplex bead flow cytometry, Alexa488-MEK5. AID 1531, 2009. 290,000 compounds, 1.1% hits. Mitogen-activated protein kinase kinase kinase 2 (Homo sapiens), Q9Y2U5. Alexa488-MEK5 binding to MEKK2 WT; actives lie on both sides. binding response (% of control), % at 10 µM; in the data active means binding response below about 67% or above about 130%
* marks the source's active call; other numbers are inactive results; x = no result given.

SMILES	MEKK3 PB1 HTS	MEKK2mut PB1 HTS	NALP1 inh	GPR7 antagonist	V1R ag counter	PHOSPHO1 block	OXTR agonist	GalR3 antag	MEKK2wt PB1 HTS
CCOc1cc2c(C#N)c(N3CCNCC3)nc(N)c2c(N)n1	102	3	0	-6	-0.9	13	-0.3	-3	109
CCn1c(CSc2nc3ccccc3s2)nnc1SCC(=O)OC(C)(C)C	112	7	18	1	3.7	30	6.7	-1	110
N#CC1(C#N)C(C(N)=O)C1c1ccccc1 (configuration not stated)	106	-1	22	-2	1.5	-18	0.9	-4	101
CCCCCOC(=O)C(C)Sc1n[nH]c(=O)[nH]c1=O (configuration not stated)	95	-3	14	-8	0.5	-31	0.9	-1	94
COCCCNc1nc(N)c([N+](=O)[O-])c(NCc2ccccc2)n1	108	6	-6	-31	3.4	31	2.2	-4	103
COCCN(CCOC)S(=O)(=O)c1ccc(C(=O)Nc2nc(-c3ccncc3)cs2)cc1	x	x	-24	-15	6.0	6	4.0	-10	x
CC1(C)Cc2nc(-c3ccccc3)n3cnnc3c2CO1	90	-11	8	-4	0.7	-16	0.3	7	93
CCOC(=O)c1sc(SC)c2c1CCC/C2=N/OC	131*	30	x	-29	-0.2	18	-1.8	-2	118
CCOc1cc(CNCCCN2CCOCC2)cc(Br)c1OCc1ccccc1Cl	114	78*	14	39*	9.6	41	12	-13	199*
CC(CNC(=O)C(C)(C)C)NC(=O)C(C)(C)C (configuration not stated)	100	0	5	-7	0.8	-4	1.7	-3	103
CCC(C)Sc1nnc(CSc2nc(C)cc(C)n2)n1C (configuration not stated)	104	-5	-6	-16	1.4	19	-0.6	-1	95
Clc1cccc(Cl)c1/C=N/Nc1c(Cl)cncc1Cl	102	4	2	-11	1.1	-6	-3.4	1	100
COc1ccc(CCNC(=O)c2ccc(CNS(=O)(=O)c3cccc(Cl)c3)cc2)cc1OC	100	9	5	-7	4.3	-16	3.5	0	110
Cc1ccc(N/N=C(\C#N)C(=O)c2ccsc2)cc1	103	0	-2	-7	5.5	17	5.3	-6	100
COC(=O)c1cc2n(n1)CCCNC2=O	91	-12	9	-3	0.4	50	0.4	-3	86
CC(C)Oc1ccccc1C1CC(=O)Nc2cc3c(cc21)OCCO3 (configuration not stated)	101	2	7	7	-0.2	-47	-0.9	-2	98
Cc1cccc(N2C(=O)CS/C2=N\NC(=O)c2ccc(Br)cc2)c1C	95	-2	2	-17	0.7	5	0.4	-3	98
CCOc1cc(CNC)ccc1OCC(=O)NC(C)(C)C	105	1	0	0	0.4	42	0.2	-6	100
Cc1ccc2oc(-c3ccccc3)c(C(=O)O)c(=O)c2c1	107	12	-8	-1	-0.2	-8	-1.1	-7	112
Cc1cc(C)c2sc(N(CCN(C)C)C(=O)CCS(=O)(=O)c3ccccc3)nc2c1	108	11	7	7	4.8	18	5.8	-6	114
COc1cc(C2=Nc3ccc(Br)cc3C(c3ccccc3)N2CC(=O)NN)cc(OC)c1OC (configuration not stated)	99	-5	0	-27	0.8	44	-1.0	-5	96
COc1ccc(C2c3ccc4ccccc4c3Oc3ncn(CCCN(C)C)c(=N)c32)cc1 (configuration not stated)	111	51*	10	29	4.8	-7	4.2	-14	202*
Cc1c(C(N)=O)c(-c2ccccc2)nn1-c1ccccc1	99	-1	19	-7	-0.4	4	-1.1	-1	103
CCOC(=O)C1(CC)NC(c2ccc(OC)cc2OC)C2C(=O)N(C)C(=O)C21 (configuration not stated)	101	-2	-6	-14	1.8	25	0.8	-3	100
O=C1C2CCCN2C(c2ccc(F)c(F)c2)N1c1cccc(Cl)c1 (configuration not stated)	102	5	44*	-4	-1.4	2	-2.1	-1	102

More records.
SMILES	MEKK3 PB1 HTS	MEKK2mut PB1 HTS	NALP1 inh	GPR7 antagonist	V1R ag counter	PHOSPHO1 block	OXTR agonist	GalR3 antag	MEKK2wt PB1 HTS
O=C(O)C1Nc2c(C(F)(F)F)ccc(Cl)c2C2C=CCC12 (configuration not stated)	96	-2	6	12	0.3	23	0.3	-4	91
COc1ccccc1NC(=S)N(Cc1ccccn1)Cc1ccccc1Cl	99	-6	3	-2	0.3	4	-1.3	-5	97
COc1ccc(NC(=O)/C=C/C(=O)O)c(OC)c1	100	0	x	-4	0.2	27	0.4	-4	102
CCCOc1ccc(/C=N/NC(=O)c2nnn(-c3nonc3N)c2-c2cccs2)cc1OC	99	-1	2	-13	4.8	49	1.9	-2	97
CCCC(C(=O)NCc1ccco1)N(C(=O)CNS(=O)(=O)c1ccccc1)c1ccccc1OC (configuration not stated)	99	-2	14	14	-0.4	-13	-1.8	-5	98
Cc1cc(C(=O)NCc2ccccc2F)cs1	98	4	27	8	0.4	4	-0.3	-6	104
COc1ccc(CCC(=O)N/N=C(\C)c2ccc3c(c2)OCO3)cc1	97	3	-3	-12	-0.2	8	-1.2	2	96
CC1(C(=O)NCCOc2ccccc2Cl)CC1(Cl)Cl (configuration not stated)	100	1	x	0	0.5	x	-2.1	0	103
NC(=S)N/N=C/c1coc2ccc(Cl)cc2c1=O	100	-7	8	-11	1.5	24	-0.1	-5	91
O=C(CN1CCCCCC1)Nc1ccccc1Cl	104	3	-17	-9	0.0	36	-1.9	-3	101
OC1CNCc2cc3c(cc21)OCCO3 (configuration not stated)	101	-7	15	-1	0.9	-18	0.2	x	95
CCC1CCCCN1CC(O)COCc1cccc(OC)c1 (configuration not stated)	98	-1	21	-12	-0.2	16	0.8	-11	97
CCC1COCCS(=O)(=O)N1Cc1ccccc1 (configuration not stated)	99	-6	10	-2	-0.3	-19	-0.7	5	96
Cc1c(Cl)cccc1NC(=S)NCC(O)c1ccccc1 (configuration not stated)	94	0	-9	7	3.8	x	1.6	-7	94
CC1=NC(=O)C(N=Nc2ccccc2)N1c1ccccc1 (configuration not stated)	96	3	-86	-12	-0.5	4	-0.6	-1	93
COc1cccc(NC(=O)N2CCC(N3CCCCC3)CC2)c1	109	9	4	-17	1.3	0	0.6	0	107
O=C(CCc1ccc(O)cc1)c1c(O)cc(O)cc1O[C@@H]1O[C@H](CO)[C@@H](O)[C@H](O)[C@H]1O	100	5	10	-4	0.4	-16	-0.4	-2	106
Cc1ccc(NC(=O)C2CCCN2S(=O)(=O)c2cccc3cccnc23)c(C)c1 (configuration not stated)	100	2	14	-5	-1.7	70*	-1.3	1	99
Nc1cc(=O)[nH]c(SC/C=C/c2ccccc2)n1	98	2	4	-5	10	19	12	0	102
O=C(Nc1ccccc1)c1nccn1Cc1ccc(F)cc1	111	7	-11	-5	1.0	24	-1.6	-4	104
O=C(c1ccc(NS(=O)(=O)c2ccccc2)cc1)N1CCOCC1	101	-4	1	-11	0.2	10	0.1	-7	101
CSc1ccccc1C(=O)C1CCCN(C(=O)c2ccc(N3CCOCC3)cc2)C1 (configuration not stated)	96	-6	11	3	5.3	37	6.0	-6	92
CC(C)Oc1ccccc1C1Nc2ccccc2C(=O)N1c1ccc2c(c1)OCCO2 (configuration not stated)	103	4	1	1	-0.9	8	-2.4	1	102
COC(=O)c1ccc(N2CCOCC2)c(F)c1	x	x	9	-2	0.1	-2	0.5	-2	x
O=C(CC(c1ccccc1)c1ccccc1)NCCOCc1ccccc1	102	2	6	-5	1.0	x	-1.9	-10	106

The list goes on:
SMILES	MEKK3 PB1 HTS	MEKK2mut PB1 HTS	NALP1 inh	GPR7 antagonist	V1R ag counter	PHOSPHO1 block	OXTR agonist	GalR3 antag	MEKK2wt PB1 HTS
CC(C)(C)c1cc(C(=O)C[n+]2ccc(C(=O)NCCCO)cc2)cc(C(C)(C)C)c1O	88	-14	17	-5	-0.7	6	0.1	-5	95
CCOC(=O)C1(Cc2cccc(Cl)c2)CCCN(C(=O)C2CC2)C1 (configuration not stated)	100	1	4	-3	0.6	41	-0.5	-5	97
Cc1[nH][nH]c(=O)c1C(c1ccc(Cl)cc1)c1c(C)[nH][nH]c1=O	101	-1	4	-19	0.1	34	-0.4	-11	99
CC(=O)c1nn(-c2ccccc2)cc1C(=O)c1cccc(Br)c1	100	-1	16	-6	-1.3	9	-1.2	1	101
Cn1c(N)c(C(=O)c2cc(-c3ccccn3)nc3ccccc23)c(=O)[nH]c1=O	104	-3	11	-8	x	16	x	-7	99
CSCC[C@H](NC(=O)[C@@H]1Cc2ccccc2CN1)C(=O)NC(C)c1ccccc1 (some centres not stated)	102	1	22	-13	3.0	32	-0.1	-7	101
O=C(OCc1cccc([N+](=O)[O-])c1)c1ccc2ccccc2n1	105	-3	4	-3	-1.8	1	-2.4	-4	102
O=C(O)c1oc2ccccc2c1CSc1ccccn1	99	-2	29	-11	0.0	-1	1.2	2	95
CC(C)n1nnnc1SCC(=O)Nc1cccc(F)c1	99	-3	28	4	x	27	x	-11	103

Structural class: the compounds so far containing an aryl methoxy group.
SMILES	MEKK3 PB1 HTS	MEKK2mut PB1 HTS	NALP1 inh	GPR7 antagonist	V1R ag counter	PHOSPHO1 block	OXTR agonist	GalR3 antag	MEKK2wt PB1 HTS
COc1ccc(CCNC(=O)c2ccc(CNS(=O)(=O)c3cccc(Cl)c3)cc2)cc1OC	100	9	5	-7	4.3	-16	3.5	0	110
COc1cc(C2=Nc3ccc(Br)cc3C(c3ccccc3)N2CC(=O)NN)cc(OC)c1OC (configuration not stated)	99	-5	0	-27	0.8	44	-1.0	-5	96
COc1ccc(C2c3ccc4ccccc4c3Oc3ncn(CCCN(C)C)c(=N)c32)cc1 (configuration not stated)	111	51*	10	29	4.8	-7	4.2	-14	202*
CCOC(=O)C1(CC)NC(c2ccc(OC)cc2OC)C2C(=O)N(C)C(=O)C21 (configuration not stated)	101	-2	-6	-14	1.8	25	0.8	-3	100
COc1ccccc1NC(=S)N(Cc1ccccn1)Cc1ccccc1Cl	99	-6	3	-2	0.3	4	-1.3	-5	97
COc1ccc(NC(=O)/C=C/C(=O)O)c(OC)c1	100	0	x	-4	0.2	27	0.4	-4	102
CCCOc1ccc(/C=N/NC(=O)c2nnn(-c3nonc3N)c2-c2cccs2)cc1OC	99	-1	2	-13	4.8	49	1.9	-2	97
CCCC(C(=O)NCc1ccco1)N(C(=O)CNS(=O)(=O)c1ccccc1)c1ccccc1OC (configuration not stated)	99	-2	14	14	-0.4	-13	-1.8	-5	98
COc1ccc(CCC(=O)N/N=C(\C)c2ccc3c(c2)OCO3)cc1	97	3	-3	-12	-0.2	8	-1.2	2	96
CCC1CCCCN1CC(O)COCc1cccc(OC)c1 (configuration not stated)	98	-1	21	-12	-0.2	16	0.8	-11	97
COc1cccc(NC(=O)N2CCC(N3CCCCC3)CC2)c1	109	9	4	-17	1.3	0	0.6	0	107
